Bioassay records: PubChem, several laboratories
RGS4 block – human RGS4 inhibition. hit rate 0.45% among 310,000. P49798. HEK293 M3R/RGS4 inducible, Fluo-4 calcium flux; hits give high values; triggered by carbachol at its EC20. AID 463165. B-score at 10 µM;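 active means B-score, a plate-corrected calcium signal, over three deviations above library mean, with baseline fluorescence within five deviations of library mean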;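 further: RGS4 expression induced by doxycycline in cells with stable M3 receptor; B-score is computed from the integrated fluorescence ratio over baseline after carbachol; higher B-score means a larger calcium signal and so more RGS4 inhibition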
Target sequence (P49798 whole entry, looked up): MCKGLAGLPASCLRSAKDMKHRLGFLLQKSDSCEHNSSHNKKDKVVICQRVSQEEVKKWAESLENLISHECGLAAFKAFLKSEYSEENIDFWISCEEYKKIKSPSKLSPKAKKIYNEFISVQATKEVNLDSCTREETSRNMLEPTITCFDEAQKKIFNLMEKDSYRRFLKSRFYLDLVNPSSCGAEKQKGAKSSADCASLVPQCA
MrgX1 allo act – allosterically activates human MrgX1 receptor signaling; B-score at 10 µM; MrgX1-HEK293, Fluo-4 calcium flux, FDSS; hits give high values; AID 588675; hit rate 0.63% among 310,000; Q96LB2;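 active means plate-corrected calcium response at least 3 library SD above typical, normal starting fluorescence, not activating the receptor alone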;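 further: compound read alongside a low EC10 to EC30 dose of BAM8-22 agonist; peak minus trough fluorescence over baseline measured at the second addition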
Target sequence (Q96LB2 whole entry, looked up): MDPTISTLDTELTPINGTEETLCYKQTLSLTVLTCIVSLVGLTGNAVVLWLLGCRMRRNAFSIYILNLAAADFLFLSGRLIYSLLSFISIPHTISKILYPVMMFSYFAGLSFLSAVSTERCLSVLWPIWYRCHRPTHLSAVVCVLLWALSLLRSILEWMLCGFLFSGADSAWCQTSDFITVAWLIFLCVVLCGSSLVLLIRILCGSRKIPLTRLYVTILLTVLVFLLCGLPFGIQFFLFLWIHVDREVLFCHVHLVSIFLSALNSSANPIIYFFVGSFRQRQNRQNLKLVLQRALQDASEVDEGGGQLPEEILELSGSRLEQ
Platelet DG rel – modulates dense granule release in human platelets. human platelet-rich plasma, SFLLRN dense granule ATP release, luminescence. AID 1663. inhibition, %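 (compounds screened at 7.5 µM in platelet-rich plasma)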. hit rate 0.22% among 300,000;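 active means mean replicate score, as percent of positive control, at or above 50; inconclusive means mean below 50 but at least one replicate at or above 50; inactive means mean and every replicate below 50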
SKKanGAS inh – SKKanGAS growth inhibition. hit rate 1.3% among 300,000. S. pyogenes SKKanGAS, kanamycin growth, BacTiter-Glo, 6 h. inhibition, % at 7.5 µM;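 active means mean replicate score, as percent of positive control median, at least 50; inconclusive means mean below 50 but one replicate at or above 50; inactive means mean and every replicate below 50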;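 further: strain carries kanamycin resistance gene driven by streptokinase promoter and grows in 40 µg/ml kanamycin; loss of luminescence reflects streptokinase promoter inhibition or plain growth inhibition; 0% = median of DMSO wells and 100% = positive control at its reference dose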
TRPC6 inh – mouse TRPC6 channel inhibition; Q61143; HEK293-TRPC6, membrane potential dye, ACh-evoked depolarization; hits give low values; B-score at 10 µM; hit rate 1.1% among 310,000; AID 2553;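 active means B-score under library mean minus 3 SD, initial fluorescence not abnormally high, positive integrated signal ratio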;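 further: B-score derived from integrated fluorescence ratio over the kinetic read; more negative B-score means stronger inhibition of depolarization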
TRPC4 inh – TRPC4 (mouse) channel inhibition; Q9QUQ5; HEK293 TRPC4beta/mu-opioid, DAMGO-evoked Fluo4 calcium flux; hits give low values; B-score at 10 µM; hit rate 0.39% among 300,000; AID 2247;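 active means B-score over 3 SD under the library average, no early fluorescence shift, positive overall ratio signal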
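Assay system: HEK293 cells with stable TRPC4beta plus mu-opioid receptor expression; Probe or stimulus: DAMGO in two steps, submaximal then maximal; Dosing: single-point compound dosing; Measured by: Fluo4 calcium-dye fluorescence, kinetic read; Read-out basis: B score from integrated Fluo4 fluorescence ratio.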
MrgX1 agonist – agonists of human MrgX1 receptor; Q96LB2; MrgX1-HEK293 cells, Fluo-4 calcium fluorescence, agonist mode; hits give high values; B-score at 10 µM; AID 588627; hit rate 0.44% among 310,000;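 active means calcium response B-score plate-corrected fluorescence ratio at least 3 library SD, with starting fluorescence B-score inside 5 SD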
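Material: MrgX1-expressing HEK293 cells / Dosing: compound as first of three additions / Incubation: overnight seeding, then 1 h dark dye loading / Signal: Fluo-4 NW calcium fluorescence / Evaluation: B-scored fluorescence response ratio / Benchmarks: positive and negative control wells on each plate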
RGS4 act – RGS4 potentiation or activation; HEK293 M3R/inducible RGS4, carbachol calcium flux Fluo4; hits give low values; hit rate 0.92% among 310,000; B-score at 10 µM;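 active means B-score of the integrated calcium signal more than 4 SD below the library mean, with starting fluorescence not abnormally high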;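 further: negative B-score means reduced calcium response which marks RGS4 activation or potentiation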
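Reagent: ECmax carbachol challenge; Test system: M3R-expressing HEK293 line, RGS4 induced by doxycycline; Schedule: overnight RGS4 induction, 30 min dye load 37 °C, 20 min compound RT; Detection: calcium dye Fluo4 fluorescence; Read-out: Agonist-evoked peak-minus-minimum fluorescence over baseline, integrated ratio, B score.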
HIF activator – HIF pathway transcriptional activation | hit rate 0.32% among 300,000 | activation, % at 7.5 µM (by protocol) | U2OS HRE-luciferase reporter, luminescence; normalized: DMSO 0%, desferrioxamine 100%;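 active means mean activation of at least 10% of the iron chelator positive control signal, with at least half of replicates also reaching 10%; inconclusive means mean and replicate majority disagree about reaching 10%; inactive means mean and most replicates under 10%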
TRPC6 activator – activates the mouse TRPC6 cation channel | hit rate 0.13% among 310,000 | HEK293-TRPC6 membrane potential dye fluorescence; hits give high values | Q61143 | B-score at 10 µM;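 active means B-score of the integrated fluorescence ratio above library mean plus 3 SD, and starting fluorescence ratio within library mean plus 5 SD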;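 further: higher score means more depolarization so channel activation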
MrgX1 antag – human MrgX1 receptor antagonism, primary screen; MRGX1-HEK293 calcium flux, Fluo-4, BAM8-22 antagonism; hits give low values; B-score at 10 µM; hit rate 1.3% among 310,000; AID 588676;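 active means calcium-response B-score plate-corrected more than 3 library SD below zero, starting fluorescence within 5 deviations, no agonist response on first addition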;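 further: peak minus trough fluorescence over baseline after final BAM8-22 challenge near maximal dose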
* hit, by the source's call; i = inactive; u = inconclusive; x = no result given. Rows were taken by chance (roughly 6.1% active in at least one column).

SMILES | RGS4 block | MrgX1 allo act | Platelet DG rel | SKKanGAS inh | TRPC6 inh | TRPC4 inh | MrgX1 agonist | RGS4 act | HIF activator | TRPC6 activator | MrgX1 antag
CC(=O)N1CCN(c2c(F)c(F)c(C(F)(F)F)c(F)c2F)CC1 | i | x | 1 | 18 | i | i | x | i | -0.4 | i | x
COc1ccc(C2=CC(c3ccc(OC)c(OC)c3)n3nnnc3N2)c(OC)c1 (configuration not stated) | i | i | -2 | 3 | i | i | i | i | -1.3 | i | i
CC(C)CN(C)C(=O)CCc1nnc(Cc2cccc(C(F)(F)F)c2)o1 | i | i | -5 | 2 | i | i | i | i | 4.1 | i | i
CCN(Cc1ccccc1)S(=O)(=O)c1ccc(C(=O)N2CCN(c3nc4ccccc4s3)CC2)cc1 | i | i | 2 | 17 | i | i | i | i | x | i | i
CCc1ccc2nc(N(CCCN(C)C)C(=O)c3ccc(C(=O)c4ccccc4)cc3)sc2c1 | i | i | -6 | 9 | i | i | i | -8.1* | -3.2 | i | i
CCCOC(=O)c1cccc(Nc2nc(-c3cccnc3)nc3ccccc23)c1 | i | i | -5 | 21 | i | i | i | i | -0.1 | i | i
COC(=O)c1cc(C(=O)NCCN2C(=O)S/C(=C\c3cccs3)C2=O)cc([N+](=O)[O-])c1 | i | i | -5 | 9 | i | i | i | i | 0.5 | i | i
O=C(O)CC1(CC(=O)N2CCC(C(=O)O)CC2)CCCC1 | i | i | -2 | -3 | i | i | i | i | -1.1 | i | i
COc1ccc(CC(=O)Nc2ccc(-c3cn4ccccc4n3)cc2)cc1 | i | i | u | -3 | i | i | i | i | 1.8 | i | i
O=C(CN1CCN(c2ccccc2)CC1)Nc1ccc(F)cc1 | i | i | -5 | 3 | i | i | i | i | 0.6 | i | i
O=C(CCN1CCN(c2ccccc2)CC1)Nc1ccccc1 | i | i | 4 | 1 | i | i | i | i | 0.6 | i | i
COCCn1c(SCC(=O)Nc2nnc(C)s2)nnc1-c1ccco1 | i | i | -1 | -27 | i | i | i | i | -0.3 | i | i
OC(Cn1cncn1)(c1ccccc1)c1ccccc1 | i | i | 1 | 0 | i | i | i | i | -0.4 | i | i
Cc1cccc(NC(=O)c2ccc(N(C)C3CCCCC3)c([N+](=O)[O-])c2)n1 | i | i | -7 | 12 | i | i | i | i | 1.9 | i | i
O=C(CCC(=O)c1cccs1)Nc1ccc(F)c(F)c1F | i | i | 2 | 1 | i | i | i | i | 1.3 | i | i
COc1ccc(CCN2CC(C#N)=C3c4cc(OC)c(OC)cc4CCN3C2)cc1OC | i | i | -18 | 1 | i | i | i | i | 0.0 | i | i
Oc1ccccc1CNCCCN1CCOCC1 | i | i | -4 | -4 | i | i | i | i | 3.2 | i | i
CCOC(=O)/C(C#N)=C/c1c(Oc2cccc(C)c2)nc2ccccn2c1=O | i | i | -3 | 2 | i | i | i | i | 0.2 | i | i
CCC1CCC(c2nnc(-c3ccc(Br)cc3)o2)CC1 (configuration not stated) | i | i | 1 | 1 | i | i | i | i | 1.1 | i | i
Cn1c(SCc2ccccc2)nnc1-c1ccncc1 | i | i | 2 | -5 | i | i | i | i | 0.5 | i | i
COCCn1c(-c2ccc(Br)cc2)csc1=Nc1cccnc1 | i | i | x | x | i | i | i | i | x | i | i
CCOC(=O)c1nn(-c2ccc(C)cc2)c(=O)c2c(N)scc12 | i | i | -2 | 4 | i | i | i | i | -0.1 | i | i
C=CCn1c(COc2ccc(F)cc2)nnc1SCC(=O)NC(=O)NCc1ccco1 | i | i | 3 | 3 | i | i | i | i | -0.6 | i | i
CCC(=O)Nc1cc2c(C)cc(=O)oc2cc1C | i | i | -5 | 0 | i | i | i | i | -1.5 | i | i
CCN1CCN(c2nc3ccccn3c(=O)c2/C=C(\C#N)S(=O)(=O)c2ccccc2)CC1 | i | i | -4 | 2 | i | i | i | i | -0.1 | i | i
O=C1COc2ccc(C(=O)c3ccccc3)cc2CN1 | i | i | -4 | -5 | i | i | i | i | 0.0 | i | i
COc1ccc(S(=O)(=O)NCC(=O)N(Cc2ccco2)C(C(=O)NC(C)(C)C)C(C)C)cc1 (configuration not stated) | i | i | 10 | 0 | i | i | i | i | 0.1 | i | i
COc1ccc(-n2c(O)c(/C=N/NS(=O)(=O)c3cc(C)ccc3C)c3ccccc3c2=O)cc1OC | i | i | 0 | 19 | i | i | 130* | -7.7* | -0.1 | i | i
CCCCn1c(=O)cc(C)n(-c2ccccc2)c1=O | i | i | -9 | -8 | i | i | i | i | 0.4 | i | i
CCCC(=O)Nc1ccccc1N1CCN(C(=O)C(C)C)CC1 | i | i | -6 | 2 | i | i | i | i | 0.0 | i | -5.2*
Cc1ccc(NC(=O)N2CCC(c3nc4c(nnn4Cc4c(F)cccc4Cl)c(=O)[nH]3)CC2)cc1 | i | i | -3 | 0 | i | i | i | i | 0.7 | i | i
Cc1ccc(Cl)cc1NC(=O)COc1ccccc1 | i | i | 6 | 5 | i | i | i | i | 2.0 | i | i
O=C(CSc1nnc2ccccn12)NCCc1ccc(Cl)cc1 | i | i | -22 | 2 | i | i | i | i | -0.7 | i | i
Cc1c(C(=O)N2CCOCC2)c(S(=O)(=O)Nc2ccc(C(C)C)cc2)c(C)n1C | i | i | -8 | 2 | i | i | i | i | -0.3 | i | i
CCOc1ccccc1-c1nc(CN(Cc2cnn(C)c2)C(C)C)c(C)o1 | i | i | -1 | -26 | i | i | i | i | -0.4 | i | i
CCOC(=O)C1CCN(C(=O)c2cccnc2)CC1 | i | i | x | -2 | i | i | i | i | 2.0 | i | i
COc1ccc(-n2nnc3c(SCC(=O)N4CCCc5ccccc54)ncnc32)cc1 | i | i | -2 | -1 | i | i | i | i | 0.1 | i | i
CCCCC(C(=O)NC(=O)NCc1ccccc1)N1C(=O)c2ccccc2C1=O (configuration not stated) | i | i | 9 | 2 | i | -6* | i | i | -0.3 | i | i
Cc1ccc([N+](=O)[O-])cc1N(CC(=O)NC1CCCC1)S(C)(=O)=O | i | 11* | 0 | x | i | i | i | i | -0.3 | i | i
CC(NC(=O)C1CCN(C(=O)Nc2ccccc2)CC1)c1ccccc1 (configuration not stated) | i | i | -10 | -12 | i | i | i | i | 0.2 | i | i
Cc1ccc2ncnc(Oc3ncccc3NC(=O)C(C)(C)C)c2c1 | i | i | -5 | -6 | i | i | i | i | -0.2 | i | i
CCN(CC)S(=O)(=O)c1ccc(N/N=C(\C)c2ccc3c(c2)OCO3)c([N+](=O)[O-])c1 | i | i | -1 | 0 | i | i | i | i | -0.4 | i | i
CC1CCCC(NC(=O)Cn2cc3c(n2)CCCCC3)C1C (configuration not stated) | i | 6.5* | 3 | -1 | i | i | i | i | 0.0 | i | i
N#Cc1ccccc1CSC1=NCCS1 | i | i | -1 | -8 | i | i | i | i | -0.2 | i | i
O=c1[nH]c2cc(NCCO)c([N+](=O)[O-])cc2[nH]1 | i | i | 35 | 2 | i | i | i | i | -1.3 | i | i
Cc1cccc(C(C(=O)NC2CCCC2)N(C(=O)c2csnn2)C2CCCC2)c1 (configuration not stated) | i | i | 1 | 13 | i | i | i | i | -0.8 | i | i
O=C(C1=C[C@H](c2coc3ccccc3c2=O)C[C@H](OCc2ccc(CO)cc2)O1)N1CCN(Cc2ccc3c(c2)OCO3)CC1 | i | i | 2 | 9 | i | i | i | i | 0.2 | i | i
O=C(NC1CCCCC1)N(C1=NCCCCC1)c1ccc(Br)cc1 | i | i | u | -10 | i | i | i | i | 0.8 | i | i
CCCCn1c(SCC(=O)NC2CC2)nc2ccccc2c1=O | i | i | -1 | 1 | i | i | i | i | 0.2 | i | i
COc1ccc(NC(=O)c2cccc(NC(=O)c3ccco3)c2)c(OC)c1 | i | i | -2 | 0 | i | i | i | i | 10* | i | i
COc1ccccc1N1CCN(C(=O)CCCCCn2c(=O)[nH]c3ccsc3c2=O)CC1 | i | i | -1 | 1 | i | i | i | i | -0.6 | i | i
Cc1ccc(S(=O)(=O)n2cccc2C)cc1 | i | i | -10 | -12 | i | i | i | i | -0.1 | i | i
NC(=O)c1ccsc1NC(=O)COC(=O)Cc1n[nH]c(=O)c2ccccc12 | i | i | -4 | 0 | i | i | i | i | 0.1 | i | i
O=C(C1=C[C@@H](c2ccc(C(F)(F)F)cc2)C[C@@H](OCc2ccc(CO)cc2)O1)N1CCN(Cc2ccccc2)CC1 | i | i | 1 | 20 | i | i | i | i | -0.4 | i | i
COCC(C)NC(=O)CSc1nc2nn(-c3ccccc3)c(=O)c-2c2n1CCCCC2 (configuration not stated) | i | i | -52 | 0 | i | i | i | i | -1.0 | i | i
CCCn1cc(S(=O)(=O)CC(=O)N2CCc3ccccc32)c2ccccc21 | i | i | 2 | -4 | i | i | i | i | -0.4 | i | i
COCCn1nnnc1C(c1cc2ccc(OC)cc2[nH]c1=O)N1CCc2ccccc2C1 (configuration not stated) | i | i | -1 | 1 | i | i | i | i | -0.3 | i | i
Cc1cc(/C(N)=N/OC(=O)c2ccccc2Cl)no1 | i | i | x | -5 | i | i | i | i | x | i | i
O=C1CCN(Cc2ccc([N+](=O)[O-])cc2)CCN1[C@H](CO)Cc1ccccc1 | i | i | 2 | -1 | i | x | i | i | -0.5 | i | i
COc1ccc(C(=O)N2CCN(Cc3cc(OC)c(O)c(OC)c3)CC2)cc1OC | i | i | 0 | 0 | i | i | i | i | -0.1 | i | i
Additional compounds.
SMILES | RGS4 block | MrgX1 allo act | Platelet DG rel | SKKanGAS inh | TRPC6 inh | TRPC4 inh | MrgX1 agonist | RGS4 act | HIF activator | TRPC6 activator | MrgX1 antag
COCCCNC(=O)c1ccc(CN2CCc3ccccc3C2)cc1 | i | i | -6 | -10 | i | i | i | i | 0.6 | i | i
COc1cc(NC(=O)COC(=O)/C=C/c2ccc(O)c(OC)c2)cc(OC)c1 | i | i | -18 | 15 | i | i | i | i | -0.5 | i | i
O=C(Cn1nnc(-c2ccccc2Cl)n1)NCc1ccc2c(c1)OCO2 | i | i | -4 | -7 | i | i | i | i | 0.1 | i | i
O=C(O)c1ccc(N2CCS(=O)(=O)CC2)cc1 | i | i | -1 | x | i | i | i | i | -0.4 | i | i
